Screens (PubChem)
Vif-A3G inh: Vif-A3G binding inhibition. Q9HC16. HeLa A3G-eYFP + Vif (tagged APOBEC3G with the HIV-1 protein that degrades it), YFP fluorescence, overnight. Potency, µM (titrated, usually from 46.1 µM), inactives show top-dose activity, negative = active, most hits filed as inhibitors. actives 0.076% (n = 410,000);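 further: potency means the concentration at half of the fitted maximal effect; on the % scale 0 is the no-effect control and ±100 the full control effect; nearly all actives have a fitted effect of over 60% in size; hits raise eYFP signal because A3G escapes Vif-driven loss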
Target sequence (Q9HC16 whole entry, looked up): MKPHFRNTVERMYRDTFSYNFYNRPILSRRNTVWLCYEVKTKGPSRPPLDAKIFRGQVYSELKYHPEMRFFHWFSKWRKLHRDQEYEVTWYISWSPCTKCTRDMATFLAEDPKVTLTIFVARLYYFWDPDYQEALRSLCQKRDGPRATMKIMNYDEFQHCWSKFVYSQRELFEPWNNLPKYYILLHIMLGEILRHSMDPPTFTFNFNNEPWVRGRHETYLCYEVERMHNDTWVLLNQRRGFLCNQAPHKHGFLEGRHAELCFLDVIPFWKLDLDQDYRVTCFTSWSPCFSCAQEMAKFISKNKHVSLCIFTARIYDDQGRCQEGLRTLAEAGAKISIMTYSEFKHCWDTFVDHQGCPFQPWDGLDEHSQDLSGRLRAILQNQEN
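Read-out is eYFP fluorescence (Ex 488/Em 500-530) from Vif-expressing HeLa A3G-eYFP cells; more signal means A3G escaped Vif-mediated degradation. Cells plated overnight, compound pinned in, incubated overnight at 37 deg C.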
USP1-UAF1 inh: inhibitors of human USP1/UAF1 deubiquitinase; actives 0.23% (n = 390,000); Potency, µM (doses to about 57.1 µM), without a hit: at the top dose activity change, negative = inhibition, most hits filed as inhibitors; O94782; recombinant USP1/UAF1, Ub-Rhodamine cleavage fluorescence; AID 743255; further: potency means the concentration at half of the fitted maximal effect; on the % scale 0 is the no-effect control and ±100 the full control effect; nearly all actives have a fitted effect of over 60% in size; inactives centre near -12
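High-throughput fluorogenic screen: 1nM USP1/UAF1 complex, Ub-Rho substrate 150nM final, 50mM HEPES pH 7.8 with 0.5mM EDTA, 0.1 mg/ml BSA, 1mM TCEP and 0.01% Tween-20.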
RGS4 inh: blocks human RGS4-accelerated GTP hydrolysis. actives 0.039% (n = 390,000). Potency, µM (series often up to 114 µM), for inactives: top-dose activity change, negative = inhibition, actives largely listed as inhibitors. Transcreener GDP fluorescence polarization, RGS4-accelerated GTP hydrolysis. AID 504845. P49798; further: potency means the concentration at half of the fitted maximal effect; on the % scale 0 is the no-effect control and ±100 the full control effect; nearly all actives have a fitted effect of over 75% in size; some results filed as inactive show a strong effect at the top dose
Target sequence (P49798 whole entry, looked up): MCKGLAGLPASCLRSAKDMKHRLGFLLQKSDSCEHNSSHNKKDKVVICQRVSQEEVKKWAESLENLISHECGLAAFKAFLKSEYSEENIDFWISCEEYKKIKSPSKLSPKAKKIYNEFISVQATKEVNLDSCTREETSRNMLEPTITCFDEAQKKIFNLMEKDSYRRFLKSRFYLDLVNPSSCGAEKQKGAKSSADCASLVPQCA
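MLSMR compounds (23 nl, pin-transferred) preincubated 10 min at room temperature with a 500nM (2x) first reagent, then RGS4 at 900nM (2x) plus Transcreener GDP mix added; fluorescence polarization (620/688 nm) read before and after 90 min at 30 °C.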
LDHA block: LDHA (human) enzyme inhibition; purified LDHA, NADH/diaphorase-resazurin fluorescence; active compounds read low; actives 0.15% (n = 480,000); activity change, % (values are at about 110 or 230 µM); AID 1347041; in the data active means activity change below about -30%; inconclusive means mostly about -25% to -30%;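 further: plate controls were DMSO wells for no effect and wells without enzyme for full effect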
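Human LDH5 (2 nM) was incubated with 0.06 mM NADH and 0.2 mM pyruvate for 5 min at room temperature in Tris pH 7.4. Remaining NADH was coupled through diaphorase/resazurin, and resorufin fluorescence was read at 0 and 20 min.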
TrxR1 inh: inhibitors of rat thioredoxin reductase 1 | recombinant rTrxR1, NADPH fluorescence consumption, selenite substrate | actives 1% (n = 390,000) | AID 588453 | Potency, µM (titrated, usually from 114 µM), for inactives: at the top dose activity change, negative = inhibition, usual class: inhibitors; further: potency means the concentration at half of the fitted maximal effect; on the % scale 0 is the no-effect control and ±100 the full control effect; nearly all actives have a fitted effect of over 65% in size
Target sequence (O89049 whole entry, looked up): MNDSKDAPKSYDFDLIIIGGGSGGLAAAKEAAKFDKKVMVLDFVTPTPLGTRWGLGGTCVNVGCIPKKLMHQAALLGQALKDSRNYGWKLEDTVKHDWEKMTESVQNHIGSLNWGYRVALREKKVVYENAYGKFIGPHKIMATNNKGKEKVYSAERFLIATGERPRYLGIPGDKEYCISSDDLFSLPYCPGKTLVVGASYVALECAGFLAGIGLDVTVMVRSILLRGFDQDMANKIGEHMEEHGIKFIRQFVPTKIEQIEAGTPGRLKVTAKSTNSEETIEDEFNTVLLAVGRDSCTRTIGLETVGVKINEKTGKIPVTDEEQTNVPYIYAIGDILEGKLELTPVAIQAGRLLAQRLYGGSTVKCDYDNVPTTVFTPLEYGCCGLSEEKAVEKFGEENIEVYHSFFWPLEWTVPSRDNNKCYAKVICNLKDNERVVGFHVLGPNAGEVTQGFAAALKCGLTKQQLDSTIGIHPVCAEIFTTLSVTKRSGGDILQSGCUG
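Rat TrxR1 (90 nM in the dispensed reagent) was pre-reduced with 400 uM NADPH for 5 min at room temperature, then incubated with compound for 15 min. After 400 uM selenite was added, NADPH fluorescence (Ex 340/Em 450 nm) was followed for 8 min.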
TrxR1 substrate: rat thioredoxin reductase 1 substrate activity; O89049; purified TrxR1 substrate turnover, NADPH consumption readout; Potency, µM (series often up to 114 µM), inactives show top-dose activity change, negative = substrate turnover; actives 0.01% (n = 390,000); further: potency means the concentration at half of the fitted maximal effect; on the % scale 0 is the no-effect control and ±100 the full control effect; nearly all actives have a fitted effect of over 50% in size
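Rat TrxR1, dispensed at 90 nM, was prereduced with 400 uM NADPH (final) for 5 min at ~22 deg C, then incubated with compound 15 min before 400 uM selenite. A first-read NADPH fluorescence drop versus no-compound background flagged substrates.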
mIDH1 inhibitor: inhibitors of human mutant IDH1 R132H. AID 602179. IDH1-R132H enzyme, NADPH consumption, diaphorase/resazurin fluorescence. O75874. Potency, µM (highest dose often 76.6 µM), inactives show at the highest dose activity change, negative = inhibition, actives largely listed as inhibitors. actives 0.093% (n = 390,000); further: potency means the concentration at half of the fitted maximal effect; on the % scale 0 is the no-effect control and ±100 the full control effect; nearly all actives have a fitted effect of over 65% in size
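IDH1-R132H (0.5 ug/mL) preincubated 30 min with compound, then NADPH (0.016 mM) and alpha-KG (2 mM) added; 80 min at RT, pH 7.5. Remaining NADPH coupled via diaphorase/resazurin to fluorescence (540/590 nm); concentration-response curves normalized to no-enzyme control.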
Vif-APOBEC3F blk: blocks the Vif interaction with APOBEC3F. actives 0.2% (n = 390,000). HeLa A3F-eYFP + Vif (tagged APOBEC3F with the HIV-1 protein that degrades it), YFP fluorescence increase. Potency, µM (doses to about 46.1 µM), for inactives: at the top dose activity, negative = active; further: potency means the concentration at half of the fitted maximal effect; % of control where 0% means no effect; nearly all actives have a fitted effect of over 65% in size
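Fluorescence increase (Ex 488/Em 500-530) after overnight compound treatment at 37 deg C flags inhibition of Vif-driven A3F-eYFP loss in stable HeLa A3F-eYFP/Vif cells seeded overnight beforehand.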
GRP78 ERSR act: inducers of ER stress response in human glioma cells. actives 0.02% (n = 420,000). U87-MG GRP78 promoter luciferase reporter, 16 h. Potency, µM, inactives show top-dose activation, usual class: activators. AID 602332; further: potency means the concentration at half of the fitted maximal effect; series mostly up to about 76 µM; % of control where 0% means no effect; nearly all actives have a fitted effect of over 35% in size
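Stably transfected U87-MG human glioma cells carrying a GRP78-based luminescent sensor were seeded at 1000 cells/well, pin-dosed with compounds and incubated 16 h. Luciferase reagent was then added, and end-point luminescence was read after 10 min at room temperature.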
* hit, by the source's call; ? = inconclusive; & = joins results of further samples; [ ] = dose if it differs, or a comment. Unless noted, the call rests on the fitted dose curve; in most records, active means well fitted curve in the direction sought with a large enough effect; inconclusive means small, poorly fitted or top-dose-only effect, or another doubt; inactive means no such curve, though single readings can be large; an effect the other way counts as inactive or inconclusive. These rows are one share of the data, so the mix of outcomes need not match the whole.

compound	Vif-A3G inh	USP1-UAF1 inh	RGS4 inh	LDHA block	TrxR1 inh	TrxR1 substrate	mIDH1 inhibitor	Vif-APOBEC3F blk	GRP78 ERSR act
Cc1ccc2occ(C(c3nnnn3C3CCCC3)N3CCN(C(=O)c4ccco4)CC3)c(=O)c2c1 (stereo unspecified)	-2%	-19%	2%	-2	-1%	3%	0%	0%	-4%
COc1ccc(CN2CCN(C(=O)C3CCC(CNS(=O)(=O)c4ccc(C)cc4)CC3)CC2)c(OC)c1OC (stereo unspecified)	7%	-12%	5%	-18	6%	-5%	6%	-8%	-2%
CCOC(=O)Cc1nnc(Nc2ccc(C)cc2)c2ccccc12	-22%	5%	10%	-5	-12%	-13%	14%	-4%	3%
O=C(COC(=O)c1ccc([N+](=O)[O-])s1)NC(c1ccccc1)c1ccccc1	-4%	-19%	-16%	-1	-18%[57.1 µM]	3%[57.1 µM]	3%	-30%	-4%
Cc1ccc(NS(=O)(=O)c2cc(C(=O)N3CCOCC3)ccc2C)cc1	2%	-6%	-8%	-6	20%	8%	1%	-3%	-4%
CCOC(=O)C(=O)NC(C)CCc1ccccc1 (stereo unspecified)	0%	-4%	-17%	-2	1%	3%	-1%	5%	-5%
CC#CCN1C(=O)N[C@@H](c2ccccc2)C(C(=O)OC)=C1C	0%	-23%	?	-1	16%	3%	8%	3%	-4%
COc1cc(C(=O)N2CCN(CCc3ccccn3)CC2)cc(OC)c1OC	-2%	-1%	9%	0	16%	5%	?	-5%	1%
Cc1ccc(C(=O)C(OC(=O)c2c(C)cc(=O)oc2C)c2ccccc2)cc1 (stereo unspecified)	0%	-12%	-14%	-2	22%	-3%	3%	3%	7%
COC(=O)Nc1sc2c(c1C(=O)NCc1ccco1)CCCC2	0%	-11%	-13%	-4	-6%	9%	10%	-6%	-3%
Cc1cccc(C)c1NC(=O)C(c1ccccc1)N1CCN(C(=O)c2ccco2)CC1 (stereo unspecified)	1%	-8%	13%	-7	-19%	-3%	1%	3%	-2%
CCOC(=O)C(C)Sc1ncc(-c2ccc(Cl)cc2)cn1 (stereo unspecified)	2%	-30%	-17%	4	4%	-5%	10%	-6%	-4%
CCCC(=O)Nc1c(C)nn(C(=O)CCC)c1C	-4%	-18%	-8%	-5	3%[57.1 µM]	-9%	-1%	-2%	2%
O=C(Nc1c(F)cc(F)cc1Br)c1cc(-c2ccccc2)on1	-4%	-22%	8%	0	12%	-2%	0%	-5%	1%
CCOc1ccc(C2/C(=C(\O)c3cccc(OC)c3)C(=O)C(=O)N2c2ccccn2)cc1OC (stereo unspecified)	1%	-8%	6%	-6	-6%	-10%	-15%	14%	-3%
CCCCN(CCCC)CP(=O)(c1ccccc1)c1ccccc1	2%	-11%	-5%	-2	-1%	-1%	4%	7%	3%
CCc1cccc(NC(=O)COc2cc(=O)n(CC)c3ccccc23)c1	0%	-19%	-13%	-7	9%	-1%	8%	-1%	-2%
Cc1ccc(NCC(=O)c2ccc([N+](=O)[O-])cc2)cc1	-1%	-15%	?	1	18%[57.1 µM]	-1%	1%	-9%	1%
O=C(Nc1ccc(OC(F)(F)F)cc1)C(Cc1ccccc1)NS(=O)(=O)c1cccc2nsnc12 (stereo unspecified)	4%	-10%	0%	3	9%	-4%	8%	1%	-7%
CC(Oc1ccccc1)C(=O)Nc1c2c(nn1-c1ccccc1)CS(=O)C2 (stereo unspecified)	-1%	4%	-10%	-7	4%	-4%	4%	-7%	-5%
O=C(NC(C(=O)c1ccccc1)n1cnccc1=O)c1ccccc1 (stereo unspecified)	-1%	-10%	2%	-8	7%	7%[57.1 µM]	0%	7%	1%
Cc1ccc(C(CC(=O)N2CCCCC2)c2ccccc2)c(O)c1C (stereo unspecified)	-4%	-22%	1%	-3	3%	-2%	-9%	1%	-2%
O=C(/C=C/c1ccccc1Cl)N(Cc1cccs1)C1CCS(=O)(=O)C1 (stereo unspecified)	0%	-30%	14%	-8	24%	1%	6%	4%	-3%
COc1ccc(C)cc1NC(=O)COCc1cc(-c2ccc(F)cc2)on1	-2%	-16%	11%	4	9%	-9%	-3%	0%	-4%
CCOc1ccc(NC(=O)COc2ccc(C(=O)NCc3cccc(OC)c3)cc2OC)cc1	0%	-3%	-6%	-4	-2%	-7%	3%	-14%	-2%
O=C(Nc1ccc(F)c(F)c1)NC1CCCCC1	-3%	-25%	-6%	3	29%	7%	6%	2%	-3%
Cc1ccc(NC(=O)CN(C)C(=O)COc2cc(F)ccc2[N+](=O)[O-])cc1	1%	-11%	-36%	-2	14%[57.1 µM]	4%[57.1 µM]	-1%	-4%	-4%
CC1CCN(c2ccc(C(=O)NCc3cccs3)cn2)CC1	5%	-5%	9%	-2	7%	5%	3%	9%	11%
COc1ccc(NC(=O)Cc2ccccc2F)cc1S(=O)(=O)N1CCCCC1	2%	-12%	-11%	-1	17%	1%	-4%	-8%	-3%
CCc1ccc(CN2C(=O)c3ccccc3C2C(=O)NCc2cccnc2)cc1 (stereo unspecified)	-1%	-18%	-4%	-10	14%	1%	-1%	-7%	0%

The last 2 records of the part before are carried over, then new ones follow.
compound	Vif-A3G inh	USP1-UAF1 inh	RGS4 inh	LDHA block	TrxR1 inh	TrxR1 substrate	mIDH1 inhibitor	Vif-APOBEC3F blk	GRP78 ERSR act
COc1ccc(NC(=O)Cc2ccccc2F)cc1S(=O)(=O)N1CCCCC1	2%	-12%	-11%	-1	17%	1%	-4%	-8%	-3%
CCc1ccc(CN2C(=O)c3ccccc3C2C(=O)NCc2cccnc2)cc1 (stereo unspecified)	-1%	-18%	-4%	-10	14%	1%	-1%	-7%	0%
CCCOc1ccc(N2CC(C(=O)Nc3cccc(Cl)c3Cl)CC2=O)cc1 (stereo unspecified)	-13%	-26%	-5%	-3	-22%	7%	8%	?	-1%
CC(=O)c1ccc(NC(=O)c2ccc(-c3nc(CSc4ccccc4)c(C)o3)cc2)cc1	4%	15%	22%	-6	14%	3%	-5%	-7%	-4%
C=CCNc1cccc(Br)c1	1%	-24%	12%	-1	16%	6%	4%	-1%	-3%
CC1COc2ccccc2N1S(=O)(=O)c1ccccc1 (stereo unspecified)	-6%	-16%	?	-12	15%[57.1 µM]	-1%[57.1 µM]	0%	5%	-5%
COc1ccccc1N1CCN(C(=O)c2sc3ncnc(N4CCN(c5ccccn5)CC4)c3c2C)CC1	-1%	-22%	2%	-4	2%	-1%	1%	7%	-8%
CN(Cc1ccco1)C(=O)c1ccc(N2CCCC2=O)cc1	1%	-3%	33%	2	-2%[57.1 µM]	14%[57.1 µM]	5%	-3%	-2%
Cc1nn(-c2ccccc2)c2c1C(c1ccc([N+](=O)[O-])cc1)N1C(=N2)C(=O)Nc2ccccc21 (stereo unspecified)	-8%	-3%	1%	-11	9%[57.1 µM]	-8%	-3%	0%	-3%
CCN(C[C@H]1N[C@@](CC)(C(=O)OC)[C@H]2C(=O)N(Cc3ccccc3)C(=O)[C@@H]12)C(=O)Nc1ccc(C)cc1	-1%	-33%	8%	1	7%	0%	-1%[38.3 µM]	3%	2%
COC(=O)c1ccc(COc2ccc(-c3nnn(CC(N)=O)n3)cc2)cc1	2%	-22%	0%	-8	7%[57.1 µM]	4%[57.1 µM]	-1%	0%	-4%
CCn1ncc(-c2cc(C(=O)O)no2)c1C	1%	-15%	14%	3	8%	1%	-1%	-11%	-7%
CC(=O)C1=C(c2ccccc2)NC(=O)NC1c1ccccc1OCC(=O)Nc1ccccc1 (stereo unspecified)	-16%	-12%	-8%	-5	-24%	-11%	-3%	-11%	-3%
O=C(NCc1ccc(Cl)cc1)C(=O)NCC1OCCN1S(=O)(=O)c1cccs1 (stereo unspecified)	-7%	-19%	15%	1	6%[57.1 µM]	4%[57.1 µM]	-5%	6%	-1%
O=C(Cc1ccccc1)NCCSCc1ccccc1	1%	-5%	4%	-6	-17%	-12%	6%	13%	4%
CNc1c(NC(=O)c2ccc(OC)c(OC)c2)c(=O)oc2ccccc12	1%	-1%	-10%	0	5%	-7%	11%	3%	-2%
COc1ccc(N2CCC(CNC(=S)Nc3cccc(C)c3)C2)cc1 (stereo unspecified)	0%	-12%	-30%	3	-6%	-5%	2%	-8%	-3%
Cc1noc(C)c1CCC(=O)N1CCCC(CCC(=O)NCc2ccc(F)c(F)c2)C1 (stereo unspecified)	1%	-1%	16%	-7	13%	7%	2%	-7%	-2%
O=C(COC(=O)c1n[nH]c(=O)c2ccccc12)c1ccccc1	1%	-2%	18%[11.4 µM]	9&-5	6%[57.1 µM]	6%[57.1 µM]	2%	3%	2%

Copied from the list:
CC1CCN(c2ccc(C(=O)NCc3cccs3)cn2)CC1 @ USP1-UAF1 inh: -5%
CNc1c(NC(=O)c2ccc(OC)c(OC)c2)c(=O)oc2ccccc12 @ LDHA block: 0
CCc1ccc(CN2C(=O)c3ccccc3C2C(=O)NCc2cccnc2)cc1 (stereo unspecified) @ GRP78 ERSR act: 0%
